CHO parental Ca – counter-screen: ATP calcium response change in parental CHO cells | parental CHO-K1, ATP-induced calcium, Fluo-8 fluorescence | inhibition, % at 5.6 µM | 330,000 compounds, 0.63% hits | AID 463079;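 active means inhibition above that plate's mean sample inhibition plus 3 SD, cut at about 26% in these data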;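 further: 0% = ATP-challenged DMSO wells and 100% = DMSO wells without ATP; some compounds past the cut are filed as inactive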
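Assay system: parental CHO cells; Read-out basis: percent inhibition of ATP-evoked calcium rise, normalized to controls; Benchmarks: ATP and no-ATP DMSO wells; Compound dosing: single nominal dose of 5.6 µM per compound; Signal: Fluo-8 calcium dye fluorescence; Also added: ATP as calcium-mobilizing challenge; Repeats: singlicate.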
M1 antag – blocks human M1 muscarinic receptor | P11229 | inhibition, % at 3 µM | CHO-K1 hM1, Fluo-8 calcium fluorescence, ACh EC80 antagonist | 360,000 compounds, 1.3% hits;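 active means percent inhibition above its own plate's cutoff, namely the mean of that plate's compound wells plus 3 SD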;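 further: peak over basal fluorescence ratio during 140 s after agonist addition; 0% = ACh EC80 plus DMSO and 100% = DMSO alone without agonist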
M4 antag – CHRM4 antagonism in calcium assay; CHO-hM4 cells, ACh EC80, Fluo-8 calcium fluorescence; inhibition, % at 3 µM; 360,000 compounds, 0.73% hits;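 active means inhibition above its plate's cutoff, the mean inhibition of sample wells plus 3 SD, cut at about 27% in these data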;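 further: 0% = acetylcholine EC80 with DMSO and 100% = DMSO without agonist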
Target sequence (P08173 whole entry, looked up): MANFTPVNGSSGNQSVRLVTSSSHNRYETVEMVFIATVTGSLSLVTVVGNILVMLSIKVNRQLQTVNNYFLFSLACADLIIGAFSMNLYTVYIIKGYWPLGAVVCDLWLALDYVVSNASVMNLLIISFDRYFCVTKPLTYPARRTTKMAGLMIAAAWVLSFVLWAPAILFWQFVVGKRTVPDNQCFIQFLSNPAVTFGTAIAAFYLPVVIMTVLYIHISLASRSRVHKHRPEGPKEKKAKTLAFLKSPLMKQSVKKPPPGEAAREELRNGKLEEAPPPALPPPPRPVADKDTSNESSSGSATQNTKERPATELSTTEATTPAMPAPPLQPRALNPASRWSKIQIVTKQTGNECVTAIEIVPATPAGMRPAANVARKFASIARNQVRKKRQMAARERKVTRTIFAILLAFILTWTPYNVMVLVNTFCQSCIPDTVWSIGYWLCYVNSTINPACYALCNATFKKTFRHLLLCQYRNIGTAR
CHO-K1 Ca antag – nonselective inhibitor or artifact in parental CHO-K1 cells; ATP-induced calcium, Fluo-8 fluorescence; AID 602250; inhibition, % at 3 µM; 360,000 compounds, 0.6% hits;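 active means inhibition above a per-plate cutoff, the plate's mean sample inhibition plus 3 SD, cut at about 24% in these data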;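 further: 0% = DMSO plus EC80 ATP and 100% = DMSO alone without ATP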
CHO-K1 Ca ag – nonselective activator or artifact in parental CHO-K1 cells; Fluo-8 calcium fluorescence; scaled to maximal ATP response, vehicle zero; activation, % at 3 µM; AID 602248; 360,000 compounds, 0.48% hits; in the data active means activation above about 15%;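 further: untransfected CHO-K1 host cells lacking M1 receptor as counterscreen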
M1 ag – human M1 muscarinic receptor agonism; activation, % at 3 µM; 360,000 compounds, 0.33% hits; AID 588814; CHO-K1 hM1, Fluo-8 calcium fluorescence, agonist mode; 0% DMSO, 100% acetylcholine EC100; P11229;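 active means activation above the run's mean compound activation plus 3 SD, cut at about 16% in these data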;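 further: peak over basal fluorescence ratio within a 140 s kinetic read after compound addition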
OXTR potentiate – potentiators of human oxytocin receptor | P30559 | CHO-OTR cells, Fluo-8 calcium fluorescence, potentiator mode; 0% = oxytocin EC15, 100% = EC100 | activation, % at 3 µM | 320,000 compounds, 0.061% hits;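 active means activation above that plate's cutoff, the mean activation of tested compounds plus 3 SD, cut at about 6.6% in these data, passing the limit was not always enough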;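 further: 100% uses oxytocin at 75 nM as the full agonist control; some results filed as inactive read as strong as hits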
Target sequence (P30559 whole entry, looked up): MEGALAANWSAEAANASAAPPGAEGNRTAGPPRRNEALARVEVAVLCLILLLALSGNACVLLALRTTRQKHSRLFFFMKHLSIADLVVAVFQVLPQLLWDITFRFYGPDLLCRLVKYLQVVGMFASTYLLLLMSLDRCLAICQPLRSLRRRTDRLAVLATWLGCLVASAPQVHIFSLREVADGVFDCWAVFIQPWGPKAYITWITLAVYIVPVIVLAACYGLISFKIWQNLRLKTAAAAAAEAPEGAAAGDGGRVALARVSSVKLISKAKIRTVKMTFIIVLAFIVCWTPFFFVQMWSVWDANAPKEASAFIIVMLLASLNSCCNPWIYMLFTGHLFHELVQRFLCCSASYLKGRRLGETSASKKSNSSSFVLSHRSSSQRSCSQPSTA
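Replication – single well per compound, singlicate · Assay system – CHO cell line stably expressing human OTR · Timing – 6 min pre-incubation, 100 s read · Measure – normalized max/min fluorescence ratio, % activation · Doses – 3.0 µM, one dose · Detection – Fluo-8 calcium dye fluorescence · Probe or stimulus – oxytocin near EC15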
M4 ag – CHRM4 agonism in calcium assay. P08173. CHO-K1 hM4/Gqi5, Fluo-8 calcium fluorescence; vehicle 0%, full acetylcholine response 100%. activation, % at 3 µM. 360,000 compounds, 0.14% hits;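 active means activation above the run mean over all test wells plus 3 SD, cut at about 32% in these data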;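 further: peak over basal fluorescence ratio per well then scaled between controls; 0% = DMSO wells and 100% = acetylcholine at EC100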
CHRM1 PAM – human CHRM1 positive allosteric modulation | CHO-K1 hM1, Fluo-8 calcium fluorescence, ACh EC20; 0% = ACh EC20, 100% = maximal ACh | P11229 | AID 588819 | activation, % at 3 µM | 360,000 compounds, 0.088% hits; in the data active means activation above about 19%, passing the limit was not always enough
* hit, by the source's call; . = no result given.

SMILES	CHO parental Ca	M1 antag	M4 antag	CHO-K1 Ca antag	CHO-K1 Ca ag	M1 ag	OXTR potentiate	M4 ag	CHRM1 PAM
CC(C)n1nnc2ccccc2c1=O	6	-13	3	-1	0.1	-2	-7	1	9
COc1ccc(-c2sc3ccccc3c2-c2ccc(OCCN(C)C)cc2)cc1	50*	18	36*	2	4.5	-5	-4	4	-8
FC(F)(F)c1cc(Cl)c2nc(-c3ccc(Cl)cc3)c(Cc3ccsc3)n2c1	.	.	-11	31*	-0.4	.	.	0	.
Cc1ccnc(NC(=O)c2cccc(S(=O)(=O)N3CCN(c4ccc(F)cc4)CC3)c2)c1	10	-14	-3	-8	0.8	-2	-14	1	6
O=C(CC1(O)C(=O)Nc2cc(Cl)cc(Cl)c21)c1ccccc1O (stereo unspecified)	-14	-6	7	-5	0.6	-3	-13	3	5
COc1ccccc1NC(=O)Nc1nc(C(N)C(C)C)cs1 (stereo unspecified)	.	-10	-4	-9	0.6	4	.	3	-2
COc1ccc(C(C)=O)cc1Cn1nc(C)c([N+](=O)[O-])c1C	-29	-1	-7	-9	-0.2	-1	-2	2	6
O=C(NCc1cccc(Cl)c1)c1ccc(S(=O)(=O)Nc2cccc(C(F)(F)F)c2)cc1	6	-1	-2	-12	4.5	-1	-8	5	6
O=C(COc1ccc(S(=O)(=O)NC2CCCCC2)cc1Cl)Nc1ccc2c(c1)OCO2	-13	4	4	-3	1.8	-1	-7	3	-4
Cc1nn(C)cc1CNC(=O)COc1ccc(Cl)cc1Cl	5	-7	-4	-8	0.2	-1	-13	1	6
O=C(COc1ccccc1)NCCSCc1ccco1	-30	-28	-4	19	-0.2	6	-8	3	15
CCC(C)C(NC(C)=O)C(=O)NC(=O)NC(c1ccccc1)c1ccccc1 (stereo unspecified)	-17	2	3	1	-0.2	-5	-11	1	7
CCCCCc1cc(=O)c2ccccc2o1	-20	-9	0	-12	-0.5	-7	7	0	11
CCCCNC(=O)c1[nH]c(=O)cnc1-c1ccccc1	.	-39	-12	-25	-0.4	-1	.	0	4
CCN(Cc1ccccc1)S(=O)(=O)c1ccc(C(=O)N(CCCN(C)C)c2nc3c(F)cccc3s2)cc1	-17	-13	0	-3	1.1	-4	-11	5	-4
O=C(C[n+]1cc(-c2ccc(Br)cc2)n2c1CCCCC2)c1ccccc1	-3	2	6	-10	0.9	-14	9	1	4
CCOC(=O)C1=C(C)NC(C)=C(C(=O)OCC)C1C(=O)OCC(=O)NCCc1ccc(S(N)(=O)=O)cc1	-9	-12	-19	-3	1.6	3	-6	1	21
Cc1cc(C)n(Cc2ccccc2F)c(=O)c1C#N	-4	-9	-16	-4	-0.4	-2	-1	0	11
O=C(c1cccs1)N1CCN=C1SCc1cccnc1	-7	-24	-7	14	-0.2	-1	-3	3	3
O=C(CCSc1ccccc1)Nc1ccccc1C(=O)N1CCCC1	-22	-5	7	16	0.0	0	-5	5	6
COc1ccc(N=C2NC(=O)/C(=C\c3ccco3)S2)cc1	-6	-15	-6	4	0.3	-1	-13	2	3
CC(=O)Nc1ccc(CN2CCCCCCC2)cc1	-2	23	-1	-2	0.4	-6	1	0	-8
Cc1cc(C)n2nc(SCc3ccc(F)cc3Cl)nc2n1	-22	-2	2	9	1.9	-4	-7	1	4
CCOc1ccc(S(=O)(=O)Nc2ccc(C(=O)NCC(C)(C)N3CCOCC3)cc2)cc1	6	16	9	-1	1.7	-6	-2	0	-9
Cc1nc2cc(F)ccc2n1C1CCN(C(=O)c2ccc(F)cc2F)CC1	-17	7	0	-14	2.0	3	-6	6	4
Cc1ccc(CC2C(=O)N(c3cc(Cl)ccn3)C(=O)C2C)cc1 (stereo unspecified)	-35	-9	-7	-9	1.8	-3	-1	1	4
CCCc1cc(=O)oc2cc(OCc3ccc(C(=O)O)cc3)ccc12	5	-13	-3	-1	1.9	2	-17	1	8
Cc1nn(-c2ccccc2)c(C)c1C(=O)Nc1ccc(N2CCOCC2)cc1	-22	-6	2	-9	1.4	-9	-9	2	11
Cc1ccccc1-n1ncc2c1CC(C)(C)CC2NC(=O)c1snnc1C (stereo unspecified)	-12	1	-9	-10	0.2	-3	0	4	2
CCCCN1C(=O)C(CC(=O)NCc2ccco2)CC(C(=O)N(C(C)C)C(C)C)=C1C (stereo unspecified)	.	8	9	0	-0.2	-6	.	-1	-3
CCC(C)(C)NC(=O)C(c1ccccn1)N(C(=O)c1csnn1)c1ccccc1 (stereo unspecified)	-22	9	-8	-3	-0.3	0	-2	1	1
COc1ccc(-c2csc3nc(-c4ccccc4OC)oc(=O)c23)cc1	-5	8	4	-3	0.2	-3	-13	2	6
COC(=O)C1=C(C(C)=O)C(c2ccc(C(=O)OC)cc2)n2nnnc2N1 (stereo unspecified)	-13	-5	-6	-7	0.3	-4	-1	1	6
Cn1c(SCC(=O)NC2CC2)nnc1-c1ccccn1	-9	-6	7	-12	0.4	-3	-7	0	3
Cc1nn(Cc2c(F)c(F)c(F)c(F)c2F)c(C)c1NC(=O)c1nn(C)c(C)c1Br	-14	-9	0	8	1.7	-2	-8	3	7
COCCOC(=O)C1=C(C)NC(=S)NC1c1ccc(OCC(=O)N2CC(C)OC(C)C2)c(OC)c1 (stereo unspecified)	.	2	-6	-9	0.4	-4	.	1	-1
O=C(NCCNS(=O)(=O)c1ccccc1)N1CCOCC1	-9	-4	-7	-8	0.2	-2	1	1	2
O=C(c1cccc(F)c1)N1CCN=C1SCc1cccnc1	-12	-9	10	-2	0.3	-4	-3	0	6
CCc1ccccc1NC(=S)N(Cc1cccnc1)Cc1ccco1	-13	4	6	15	0.6	-5	-7	1	0
CC(C)(C)n1nnnc1C(c1ccccc1)N1CCN(c2ncc(C(F)(F)F)cc2Cl)CC1 (stereo unspecified)	.	.	26	-5	2.0	.	.	4	.
CN(C)c1cccc(C(=O)OCC(=O)c2ccc[nH]2)c1	.	0	3	-17	1.6	-1	.	1	2
CCC(C)c1ccccc1NC(=O)c1cccc(-n2cnnn2)c1 (stereo unspecified)	-10	-15	3	6	-0.2	-2	-2	1	15
Cc1cccc(C(=O)OC2CCOC2=O)c1O (stereo unspecified)	-7	-4	6	-8	5.9	-5	4	1	5
CCCCn1c(N)c(N(CCC(C)C)C(=O)C2=NN(c3ccccc3)C(=O)CC2)c(=O)[nH]c1=O	-14	6	7	-13	0.4	-4	-2	1	-2
O=C(O)CSc1cc(C(=O)c2cc(F)ccc2O)cn2c(=O)c3c(-c4ccccc4)csc3nc12	-9	4	-8	1	0.3	-2	-4	0	0
Cc1ccc(S(=O)(=O)N(CC(=O)c2ccc(Cl)cc2)C(=O)N2CCN(C)CC2)cc1	-9	-32	-3	13	-0.2	-2	1	0	12
CNS(=O)(=O)c1cc(NC(=O)CCNC(=O)c2ccco2)ccc1C	0	-14	-3	-4	0.2	-4	5	0	11
O=C(c1ccc(F)cc1Cl)N(c1ccccn1)C1CCCCC1	-11	4	4	1	0.6	-3	-14	1	4
CC1(C)NC(=O)N(CCOCCSc2ccccc2)C1=O	-8	-8	-8	-10	1.1	-2	-2	0	5
Cc1ccc(-n2nnnc2C(Cl)c2nnnn2-c2ccc(C)cc2)cc1	.	-4	-6	-8	1.9	-6	.	3	11
CCc1nnc(NC(=O)C2CCC(CNc3c(N4CCCCC4)c(=O)c3=O)CC2)s1 (stereo unspecified)	-5	-8	4	-6	0.5	-3	-2	0	7
Nc1nc(CSc2nc3ccccc3s2)nc(N2CCOCC2)n1	-31	0	0	-5	1.4	-3	-12	3	0
Cc1ccc(NS(=O)(=O)c2cccs2)c(C)c1	-4	-16	-3	-13	-1.3	-8	1	-1	7
S=C(NCC1CCCO1)c1ccc(Br)cc1 (stereo unspecified)	7	-8	-5	2	-0.2	-3	-13	0	4
COc1cc(NS(=O)(=O)c2ccc(N/C=C(\C=O)c3nc4cc(Cl)ccc4o3)cc2)nc(OC)n1	-11	-7	7	-5	-0.1	-4	-8	0	5
Cc1nc(C(F)(F)F)ccc1C(=O)N1CCC1(C)C(=O)NS(=O)(=O)c1c(C)noc1C (stereo unspecified)	.	-12	-9	-11	0.7	-3	.	1	10
COc1ccccc1-c1noc2ncnc(Nc3ccc4c(c3)OCO4)c12	-18	-8	1	-7	0.4	3	3	2	11
COc1ccc(CNC(=O)N2CCN(S(=O)(=O)c3ccc(C)cc3C)CC2)cc1	-6	2	13	-16	3.1	-4	-8	5	1

Shown with two lines to a compound: 3 of the compounds above.
Fields: CHO parental Ca	M1 antag	M4 antag	CHO-K1 Ca antag	CHO-K1 Ca ag	M1 ag	OXTR potentiate	M4 ag	CHRM1 PAM
- Cc1ccc(NS(=O)(=O)c2cccs2)c(C)c1
    -4	-16	-3	-13	-1.3	-8	1	-1	7
- S=C(NCC1CCCO1)c1ccc(Br)cc1 (stereo unspecified)
    7	-8	-5	2	-0.2	-3	-13	0	4
- COc1cc(NS(=O)(=O)c2ccc(N/C=C(\C=O)c3nc4cc(Cl)ccc4o3)cc2)nc(OC)n1
    -11	-7	7	-5	-0.1	-4	-8	0	5

Another view of 4 compounds above:
> Nc1nc(CSc2nc3ccccc3s2)nc(N2CCOCC2)n1
  CHO parental Ca: -31 | M1 antag: 0 | M4 antag: 0 | CHO-K1 Ca antag: -5 | CHO-K1 Ca ag: 1.4 | M1 ag: -3 | OXTR potentiate: -12 | M4 ag: 3 | CHRM1 PAM: 0

> COc1cc(NS(=O)(=O)c2ccc(N/C=C(\C=O)c3nc4cc(Cl)ccc4o3)cc2)nc(OC)n1
  CHO parental Ca: -11 | M1 antag: -7 | M4 antag: 7 | CHO-K1 Ca antag: -5 | CHO-K1 Ca ag: -0.1 | M1 ag: -4 | OXTR potentiate: -8 | M4 ag: 0 | CHRM1 PAM: 5

> CC1(C)NC(=O)N(CCOCCSc2ccccc2)C1=O
  CHO parental Ca: -8 | M1 antag: -8 | M4 antag: -8 | CHO-K1 Ca antag: -10 | CHO-K1 Ca ag: 1.1 | M1 ag: -2 | OXTR potentiate: -2 | M4 ag: 0 | CHRM1 PAM: 5

> Cc1ccc(NS(=O)(=O)c2cccs2)c(C)c1
  CHO parental Ca: -4 | M1 antag: -16 | M4 antag: -3 | CHO-K1 Ca antag: -13 | CHO-K1 Ca ag: -1.3 | M1 ag: -8 | OXTR potentiate: 1 | M4 ag: -1 | CHRM1 PAM: 7

Screens as filed in PubChem.

Compounds were not picked by outcome. Share with any hit: about 2.9%.
